Bioassay records (PubChem)
RGS4-Gao reg = modulators of RGS4 binding to Galphao, primary screen, biochemical, multiplexed bead flow cytometry. Guanine nucleotide-binding protein G(o) subunit alpha (Homo sapiens), P09471. actives lie on both sides. binding response (% of control), % at 10 µM. actives 0.33% (n = 220,000). AID 1415, 2008; in the data active = binding response below about 49% or above about 150%; inactive = in between;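 note: fluorescent Galphao activated with aluminum fluoride binding bead-coupled RGS4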
Target sequence (P09471 whole entry, looked up): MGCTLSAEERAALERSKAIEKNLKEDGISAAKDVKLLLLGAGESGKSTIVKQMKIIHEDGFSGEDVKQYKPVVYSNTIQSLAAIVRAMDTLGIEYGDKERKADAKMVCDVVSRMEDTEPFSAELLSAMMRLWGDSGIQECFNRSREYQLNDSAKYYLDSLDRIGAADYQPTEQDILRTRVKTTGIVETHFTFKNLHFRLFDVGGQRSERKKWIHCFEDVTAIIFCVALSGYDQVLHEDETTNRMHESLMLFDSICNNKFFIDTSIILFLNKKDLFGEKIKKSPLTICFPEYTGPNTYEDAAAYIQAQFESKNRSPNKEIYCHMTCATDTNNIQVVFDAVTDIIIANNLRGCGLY
RGS7-Gao = RGS7-Galphao binding modulators, primary screen, biochemical, multiplexed bead flow cytometry; actives lie on both sides; AID 1439, 2008; binding response (% of control), % at 10 µM; Guanine nucleotide-binding protein G(o) subunit alpha (Homo sapiens), P09471; actives 0.35% (n = 220,000); in the data active = binding response below about 49% or above about 150%; inconclusive = no clear call, values can overlap the other calls; inactive = in between;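 note: fluorescent Galphao held in activated GDP-AlF4 state binding bead-coupled RGS7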
Bim-Mcl-1 = inhibitors of Bim peptide binding to Mcl-1, primary screen, biochemical, bead-based flow cytometry, multiplex; inhibition, % at 10 µM; AID 1009, 2008; Bim peptide-Mcl-1 binding; actives 0.1% (n = 190,000); Induced myeloid leukemia cell differentiation protein Mcl-1 (Homo sapiens), Q07820;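 note: 0% = no compound tracer wells and 100% = peptide blocker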
Bim-Bcl-XL = inhibitors of Bim-Bcl-XL binding, primary screen, biochemical, multiplexed, bead flow cytometry, human Bcl-XL. inhibition, % at 10 µM. Bim peptide-Bcl-XL binding, fluorescence. Bcl-2-like protein 1 (Homo sapiens), Q07817. actives 0.04% (n = 190,000)
Target sequence (Q07817 whole entry, looked up): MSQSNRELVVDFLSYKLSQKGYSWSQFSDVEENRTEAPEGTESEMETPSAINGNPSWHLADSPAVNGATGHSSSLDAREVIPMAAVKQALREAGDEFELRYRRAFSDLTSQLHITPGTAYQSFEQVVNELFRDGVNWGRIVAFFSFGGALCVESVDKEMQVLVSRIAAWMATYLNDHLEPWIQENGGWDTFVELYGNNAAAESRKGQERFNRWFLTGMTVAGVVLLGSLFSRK
Bcl-W Bim block = inhibitors of Bim binding to Bcl-W, primary screen, biochemical, multiplexed, bead-based flow cytometry; Bcl-2-like protein 2 (Homo sapiens), Q92843; Bim peptide-Bcl-W binding; inhibition, % at 10 µM; actives 0.02% (n = 190,000); AID 952, 2007;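 note: 0% = bound tracer without compound and 100% = peptide blocker; higher means less fluorescent Bim peptide bound to Bcl-W beads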
Target sequence (Q92843 whole entry, looked up): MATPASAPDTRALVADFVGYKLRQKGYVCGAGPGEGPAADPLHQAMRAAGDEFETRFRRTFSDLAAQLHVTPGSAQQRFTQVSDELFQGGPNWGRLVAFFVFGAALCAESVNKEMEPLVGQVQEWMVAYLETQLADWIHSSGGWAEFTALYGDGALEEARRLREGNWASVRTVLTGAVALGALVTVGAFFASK
Mcl1-Bid inh = Mcl-1/Bid binding inhibitors, primary screen, biochemical, TR-FRET, 1536-well; Induced myeloid leukemia cell differentiation protein Mcl-1 (Homo sapiens), Q07820; TR-FRET Mcl-1/Bid-Dy647 peptide binding; actives 0.97% (n = 220,000); AID 1021, 2008; inhibition, % at 21.7 µM;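 active = compounds that cut the binding signal by more than half at the single screening dose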;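 note: His-tagged Mcl-1 with europium anti-His antibody binding Bid BH3 peptide; 0% = Mcl-1 plus peptide wells and 100% = peptide-only wells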
GSH bead fluor = compound fluorescence on glutathione beads, profiling panel, artefact control, biophysical, 488/530 nm, flow cytometry; fluorescence (KMESF) at 10 µM; AID 1776, 2009; actives 0.25% (n = 190,000); GSH beads flow cytometry, compound fluorescence 488/530 nm; active compounds read high; in the data active = fluorescence above about 89;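 note: glutathione beads carrying GST-tagged Bcl family fusion proteins plus one bare bead set; values are compound well signal with DMSO vehicle wells as background; inactives centre near 16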
Bcl-B Bim block = inhibitors of Bim-Bcl-B binding, primary screen, biochemical, multiplexed, human Bcl-2 family; actives 0.073% (n = 190,000); Bcl-2-like protein 10 (Homo sapiens), Q9HD36; inhibition, % at 10 µM; bead-based flow cytometry, Bim peptide-Bcl-B binding;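 note: 0% = tracer peptide without compound and 100% = reference inhibitor peptide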
Target sequence (Q9HD36 whole entry, looked up): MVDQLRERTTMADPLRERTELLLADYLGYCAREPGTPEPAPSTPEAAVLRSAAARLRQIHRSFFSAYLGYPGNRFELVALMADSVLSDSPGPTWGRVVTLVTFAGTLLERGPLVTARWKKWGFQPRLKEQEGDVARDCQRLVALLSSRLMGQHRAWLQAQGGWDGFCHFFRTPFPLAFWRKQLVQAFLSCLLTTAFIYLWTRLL
Bcl-2 Bim block = inhibitors of Bim-Bcl-2 binding, primary screen, biochemical, multiplexed, human Bcl-2 family | Bead-based flow cytometry, Bim peptide-Bcl-2 binding | actives 0.06% (n = 190,000) | inhibition, % at 10 µM; in the data active = inhibition above about 40%; inconclusive = no clear call, values can overlap the other calls;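 note: 0% = no compound wells with probe peptide and 100% = reference peptide inhibitor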
RGS8-Gao = RGS8-Galphao binding modulators, primary screen, biochemical, multiplexed bead flow cytometry | Guanine nucleotide-binding protein G(o) subunit alpha (Homo sapiens), P09471 | actives 0.34% (n = 220,000) | AID 1423, 2008 | response (percent of control binding), % at 10 µM | actives lie on both sides; in the data active = response below about 60% or above about 140%; inactive = in between;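 note: Galphao activated as the GDP aluminium fluoride complex binding bead-coupled RGS8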
Bfl-1 Bim block = inhibitors of Bim binding to Bfl-1, primary screen, biochemical, multiplexed, bead-based flow cytometry; Bcl-2-related protein A1 (Homo sapiens), Q16548; Bim-Bfl-1 binding inhibition; inhibition, % at 10 µM; actives 0.12% (n = 190,000); AID 1008, 2008;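 note: 0% = wells without compound plus tracer and 100% = blocker peptide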
* marks the source's active call; other numbers are inactive results; ? = inconclusive. Cut-off read from the data, not from the text of the source, unless noted: active = inhibition above about 40%. The order is random; 1.8% or so of the library scored in one or more.

RGS4-Gao reg,RGS7-Gao,Bim-Mcl-1,Bim-Bcl-XL,Bcl-W Bim block,Mcl1-Bid inh,GSH bead fluor,Bcl-B Bim block,Bcl-2 Bim block,RGS8-Gao,Bfl-1 Bim block,Molecule
94.5,91.5,2.0,-5.0,-3.0,-1.3,52,-1.0,-4.0,98.2,-6.0,O=C(C1CCCO1)N1CCc2ccccc21 (configuration not stated)
102.4,100.2,-2.0,-4.0,-1.0,10.2,36,-1.0,-3.0,101.2,-2.0,CCCSc1cc(N2CCOCC2)nc(-c2ccccc2Cl)n1
104.5,101.2,-1.0,-16.0,1.0,-20.9,33,-11.0,-8.0,105.6,-12.0,CC1=CC(=C2C(=O)c3ccccc3C2=O)C=C(C)N1C
98.9,?,0.0,2.0,-3.0,-34.5,12,-3.0,0.0,101.5,-3.0,Cc1ccc(C(=O)OCC(=O)NCc2cccs2)cc1C
102.5,99.4,-2.0,9.0,-1.0,-1.4,42,-5.0,-6.0,101.7,-6.0,CCOC(=O)NCC(C)(C)CNC(=O)OCC
102.9,98.0,0.0,-2.0,-1.0,-3.1,10,-5.0,-6.0,104.4,-15.0,COC(=O)C1(C(=O)OC)NOC2C(=O)N(N(C)c3ncc(C(F)(F)F)cc3Cl)C(=O)C21 (configuration not stated)
100.7,112.3,-8.0,-6.0,0.0,-6.3,15,-17.0,0.0,82.1,9.0,COc1ccc2ccccc2c1C1CC(=O)N2CN(C3CCCCC3)CSC2=C1C#N (configuration not stated)
99.5,99.8,-1.0,-3.0,-2.0,-27.6,14,-6.0,-7.0,102.0,-10.0,COc1ccc(C)cc1NC(=O)C1CCCN1S(=O)(=O)c1ccc2c(c1)CCC(=O)N2 (configuration not stated)
99.7,98.5,-1.0,-4.0,-1.0,-9.0,19,-7.0,-16.0,100.5,-12.0,COc1cccc(OCC(=O)N(Cc2nc(-c3ccc(Cl)cc3)no2)C(C)C)c1
100.8,?,0.0,-4.0,-6.0,4.0,19,-6.0,-6.0,99.2,-8.0,CC(C)N(C(=O)COC(=O)[C@@H]1CC(O)CN1S(=O)(=O)c1ccc(C(C)(C)C)cc1)C(C)C (some centres not stated)

(further entries)
RGS4-Gao reg,RGS7-Gao,Bim-Mcl-1,Bim-Bcl-XL,Bcl-W Bim block,Mcl1-Bid inh,GSH bead fluor,Bcl-B Bim block,Bcl-2 Bim block,RGS8-Gao,Bfl-1 Bim block,Molecule
104.5,102.8,0.0,-8.0,-10.0,29.4,18,-2.0,0.0,103.9,2.0,Cc1cccc2cc(C(c3nnnn3Cc3ccccc3)N3CCCc4ccccc43)c(=O)[nH]c12 (configuration not stated)
99.8,100.9,-1.0,-6.0,0.0,7.7,11,-7.0,-8.0,101.6,-8.0,CC(C)NC(=O)c1cc(-c2cccs2)on1
99.3,98.3,-4.0,-6.0,-4.0,-1.0,30,-5.0,-3.0,100.7,-26.0,Cc1nc(C)c(C(=O)C2=C(O)C(=O)N(CCCn3ccnc3)C2c2ccc(Cl)cc2)s1 (configuration not stated)
103.6,104.1,0.0,-2.0,0.0,-21.7,23,-2.0,-4.0,112.9,-9.0,CNC(=O)COc1ccc(S(=O)(=O)Nc2ccc(OC)cc2)cc1
101.0,100.5,-4.0,0.0,0.0,0.9,15,-3.0,-1.0,101.3,-1.0,O=C(O)CCNS(=O)(=O)c1ccc2ccccc2c1
106.2,109.8,3.0,0.0,0.0,53.1*,12,-7.0,0.0,103.8,-8.0,COc1cccc(/C=c2/s/c(=C(\C#N)C(=O)N3CCOCC3)n(-c3ccccc3)c2=O)c1
98.4,97.4,-1.0,-1.0,-3.0,2.3,15,-2.0,-2.0,99.8,-6.0,CCSc1nnc(NS(=O)(=O)c2ccc(OC)cc2)s1
96.4,?,0.0,-1.0,-4.0,-21.2,15,-5.0,-2.0,96.7,-3.0,Cc1cc(SCC(=O)OCC(=O)c2c(N)n(C)c(=O)n(C)c2=O)c(C)cc1Br
99.8,102.5,2.0,-1.0,0.0,-24.8,29,-8.0,-2.0,98.4,-10.0,COc1ccc(CNC(=O)C2CCCN2S(=O)(=O)c2ccccc2)cc1 (configuration not stated)
106.3,119.8,1.0,5.0,1.0,-2.4,31,-8.0,-7.0,104.8,-13.0,O=C(CCCN1C(=O)c2ccccc2C1=O)NCCCN1CCOCC1

Next section.
RGS4-Gao reg,RGS7-Gao,Bim-Mcl-1,Bim-Bcl-XL,Bcl-W Bim block,Mcl1-Bid inh,GSH bead fluor,Bcl-B Bim block,Bcl-2 Bim block,RGS8-Gao,Bfl-1 Bim block,Molecule
84.5,74.7,-2.0,-3.0,-3.0,0.7,17,-1.0,-1.0,89.8,0.0,COc1ccccc1N1CCN(C(=O)c2cc3c(s2)CCC3)CC1
104.2,105.1,1.0,-1.0,5.0,-0.6,18,-2.0,5.0,103.1,2.0,CCOc1ccccc1NC(=O)C1CCN(C(=O)NCc2ccccc2)CC1
101.8,100.3,1.0,-25.0,3.0,-35.8,59,-6.0,-4.0,99.4,-13.0,CCO/N=C(/c1nonc1N)N1CCN(c2ccc([N+](=O)[O-])cc2)CC1
95.9,97.4,1.0,2.0,3.0,-10.7,14,-2.0,0.0,97.7,-6.0,COc1ccc(CCNC(=O)C(=O)NCc2ccccc2)cc1OC
98.8,99.6,2.0,3.0,1.0,-20.7,16,0.0,3.0,101.7,0.0,Cc1cc(C)n2cc(-c3ccc(Cl)cc3)c(C(=O)O)c2n1
103.0,99.7,0.0,-3.0,0.0,-0.5,10,-3.0,-2.0,106.5,-9.0,CCOC(=O)c1cnc(N2CCN(C(=O)OCC)CC2)[nH]c1=O
96.0,97.0,0.0,1.0,4.0,-13.0,23,-3.0,-1.0,94.8,3.0,O=C(CCc1ccccc1)Nc1ncc2c(n1)CCCC2=O
102.5,100.4,0.0,2.0,-3.0,-13.0,14,0.0,-2.0,101.8,-3.0,CC(C(=O)N1CCCC1)c1ccc([N+](=O)[O-])cc1 (configuration not stated)
101.0,102.2,-3.0,-4.0,-1.0,12.8,38,-12.0,-8.0,100.1,-12.0,C=CCn1c(SCC(=O)c2c(N)n(C)c(=O)n(C)c2=O)nc2sc(CC)cc2c1=O
101.1,98.7,-1.0,-5.0,0.0,-6.7,20,-5.0,-9.0,99.8,-11.0,CCOCCn1c(SCCc2ccccc2)nc2c1c(=O)[nH]c(=O)n2C

Following part:
RGS4-Gao reg,RGS7-Gao,Bim-Mcl-1,Bim-Bcl-XL,Bcl-W Bim block,Mcl1-Bid inh,GSH bead fluor,Bcl-B Bim block,Bcl-2 Bim block,RGS8-Gao,Bfl-1 Bim block,Molecule
99.8,101.3,-1.0,0.0,1.0,-19.9,11,-4.0,-4.0,103.7,-9.0,C=CCNC(=O)C(=O)N/N=C/c1cccc(Br)c1
99.7,99.1,-1.0,-8.0,4.0,-32.0,53,-6.0,-2.0,103.5,-13.0,CC(C)NC(=O)C1CCN(C(=O)C(C(=O)c2ccccc2)n2cc(Cl)ccc2=O)CC1 (configuration not stated)
96.5,99.8,0.0,0.0,0.0,-60.7,27,-4.0,-4.0,101.8,-6.0,Cc1sc(NC(=O)CN(CCc2ccccc2)C(=O)C2CC2)c(C(N)=O)c1C
92.6,95.2,0.0,-1.0,2.0,-36.4,15,2.0,-1.0,99.7,0.0,COc1ccc(C2C(C(N)=O)=C(C)Nc3nc(-c4ccccc4OC)nn32)cc1OC (configuration not stated)
97.7,93.0,-6.0,0.0,6.0,-4.3,13,-2.0,0.0,96.9,-1.0,COc1ccc(-c2[nH]ncc2CN2CCCCCCC2)c(OC)c1
102.5,96.8,0.0,0.0,2.0,-29.8,11,0.0,0.0,99.8,-1.0,O=C(O)CC1SC(=Nc2ccc(O)cc2)NC1=O (configuration not stated)
114.7,120.8,3.0,-1.0,0.0,-11.3,14,-3.0,-1.0,128.6,-5.0,CCCCCCCSc1nnc(-c2ccccc2N)c(=O)[nH]1
102.8,99.6,-2.0,-1.0,-2.0,-8.1,12,-5.0,-1.0,103.2,-4.0,O=C(c1cccc(Cl)c1)N1CCn2c1nc1ccccc12
97.2,95.8,1.0,1.0,3.0,-1.7,31,-4.0,-4.0,99.2,-8.0,Cc1ccc(CNC(=O)CCCNS(=O)(=O)c2cccc3nonc23)cc1
69.6,75.7,-3.0,0.0,0.0,-10.0,15,-2.0,-4.0,87.4,-2.0,CC1(C)Oc2ccc(C(=O)N3CCCCC3)cc2N(CC(=O)NCc2ccccc2)C1=O

Further compounds follow:
RGS4-Gao reg,RGS7-Gao,Bim-Mcl-1,Bim-Bcl-XL,Bcl-W Bim block,Mcl1-Bid inh,GSH bead fluor,Bcl-B Bim block,Bcl-2 Bim block,RGS8-Gao,Bfl-1 Bim block,Molecule
94.4,96.3,-2.0,-5.0,-5.0,-37.7,11,-5.0,-6.0,99.8,-2.0,Fc1ccccc1-c1nc(N2CCCCC2)c2ccccc2n1
103.5,107.3,-2.0,0.0,1.0,-21.2,17,-5.0,0.0,101.6,1.0,CN(CCC#N)C(=O)COC(=O)c1ccc2[nH]c3c(c2c1)CCCC3
94.8,94.7,0.0,-4.0,0.0,-31.2,14,-4.0,-1.0,91.2,3.0,CCOC(=O)c1c(NC(=O)C(C)Sc2cn(C)c3ccccc23)sc2c1CCC2 (configuration not stated)
99.8,98.0,2.0,1.0,2.0,-70.3,26,-2.0,-2.0,99.7,-6.0,Cc1[nH]c2ccccc2c1CCC(N)=O

An excerpt from above, showing only Mcl1-Bid inh and Bcl-B Bim block.
SMILES	Mcl1-Bid inh	Bcl-B Bim block
COC(=O)C1(C(=O)OC)NOC2C(=O)N(N(C)c3ncc(C(F)(F)F)cc3Cl)C(=O)C21 (configuration not stated)	-3.1	-5.0
CC1(C)Oc2ccc(C(=O)N3CCCCC3)cc2N(CC(=O)NCc2ccccc2)C1=O	-10.0	-2.0
